Screening data as filed in PubChem BioAssay.
aSyn tox rescue = rescues yeast growth from alpha-synuclein toxicity | S. cerevisiae alpha-synuclein toxicity rescue, BacTiter-Glo growth, 24 h | Potency, µM (series often up to 46.1 µM), for inactives: at the top dose growth rescue (activation), hits mostly activators | hit rate 0.02% among 94,000; active = well fitted activation curve with a large enough effect; inconclusive = small, poorly fitted or top-dose-only effect; note: 0% is about no effect
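Growth restoration measured by BacTiter-Glo luminescence after 24 hr at 30 deg C; alpha-synuclein yeast, raffinose-pregrown to mid-log, were added at OD600=0.02 in galactose medium onto pinned compounds.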
The depositor's hits bear a star; ? = inconclusive; [ ] = another dose, or the depositor's remark. Potency is the fitted concentration of half-maximal effect.

SMILES | aSyn tox rescue
O=C(N/N=C/c1ccc(N2CCOCC2)s1)c1ccc(NS(=O)(=O)c2cccs2)cc1 | -4%
Clc1ccc2nc(-c3ccc(Br)o3)c(Nc3ccc4c(c3)OCCO4)n2c1 | -7%
CCOc1ccccc1N1CC(c2nc3ccccc3n2Cc2c(C)cc(C)cc2C)CC1=O (stereo unspecified) | -1%
O=S(=O)(Nc1ccc2nc(-c3cccc(Cl)c3)oc2c1)c1ccccc1 | -2%
CCN(CC(=O)Nc1ccc(NC(C)=O)cc1)C(=O)CCN1C(=O)C2CC=CCC2C1=O (stereo unspecified) | 6%
COc1cc(C(F)(F)F)nc2ccc(C#CCOC(=O)Nc3ccccc3)cc12 | 6%
Cc1nnc(NC(=O)CSc2nccn2Cc2ccccc2)s1 | -6%
Cc1ccc(S(=O)(=O)N2CCN(S(=O)(=O)N3CCC(C)CC3)CC2)cc1C | -13%
O=c1c2oc3ccccc3c2ncn1Cc1ccc(Br)cc1 | -6%
N#Cc1c2c(c(NCCOCCO)n3c1nc1ccccc13)CCCC2 | 2%
Cc1oc(-c2ccc(C(=O)NCCN(C)C)cc2)nc1CS(=O)(=O)c1ccccc1 | 4%
COc1cccc(NC(=O)Cc2csc(COc3cccc(C)c3)n2)c1 | 4%
O=C(COc1ccccc1F)OCc1cc(=O)n2nc(-c3cccs3)sc2n1 | -9%
Cc1ccc(-c2cc(C(=O)Oc3ccc(C#N)cc3)no2)cc1C | -18%
COCCOC(=O)C1=C(C)NC(=O)NC1c1ccco1 (stereo unspecified) | 14%
CCOc1ccc(C(=O)CSc2nnc3cc(C)c4ccccc4n23)cc1 | -1%
Cc1cc(C)cc(NC(=O)NC2CCN(CC(=O)Nc3cccc(Cl)c3C)CC2)c1 | 4%
COc1cc(N2C(=O)CSC23C(=O)N(C)c2ccccc23)cc(OC)c1OC (stereo unspecified) | -3%
Nc1ccn(C2OC(CCl)C(O)C2O)c(=O)n1 (stereo unspecified) | -1%
CCOC(=O)COc1ccc(C)cc1C(=O)c1ccn2nc(-c3ccc(C)cc3)cc2n1 | 6%
CC1CCCC(C)N1/N=C/c1ccc(C(=O)O)cc1 (stereo unspecified) | -5%
Nc1ccc(C(=O)N2CCN(S(=O)(=O)/C=C/c3ccccc3)CC2)cc1[N+](=O)[O-] | -7%
CC(=O)N1CCc2c(sc3nc(SCC(C)C)n(-c4ccc(C)c(Cl)c4)c(=O)c23)C1 | 17%
COc1ccc(CCNC(=O)CN(c2ccc(C)cc2)S(=O)(=O)c2ccc(OC)cc2)cc1 | -1%
O=C(Nc1ccccc1)c1c2c(nc3ccccc13)CCCC2 | 0%
CCN1C(C(=O)c2ccccc2)=C(OC(=O)COc2ccc(C)cc2)c2ccccc2S1(=O)=O | ?
Cc1cccc(NC(=O)Cn2c(=O)nc(-c3ccccc3)c3ccccc32)c1C | -16%
O=C(CCCN1C(=O)c2cccc3cccc(c23)C1=O)Nc1ccon1 | -8%
CC(OC(=O)C12CC3CC(CC(O)(C3)C1)C2)C(N)=O (stereo unspecified) | 1%
COC(=O)C1C(O)C(C)C(O)C(C)(O)/C=C\C=C(/C)C(=O)Nc2c(C)c(OC(C)=O)c3c(c2O)C(=O)C(C)=C2OCOC(=C23)/C(C)=C/C(C)(O)C(O)C(C)C1O (stereo unspecified) | -9%
O=C(CCN1CCN(c2ccccc2)CC1)NNC(=O)c1ccccc1 | -2%
CS(=O)(=O)N(CCc1ccccc1)CC(=O)N1CCCCCC1 | 8%
CN1CCN(S(=O)(=O)c2ccc(Nc3ccc(F)cc3)c([N+](=O)[O-])c2)CC1 | 0%
C=CCN(c1ccccc1Cl)S(=O)(=O)c1cc(C(=O)N2CCCC2)ccc1Cl | 5%
COc1ccc(/C=C(\NC(=O)c2ccco2)C(=O)NCc2ccco2)cc1 | -43%[inhibitor]
O=C(c1ccc(NC2=NC3CS(=O)(=O)CC3S2)cc1)N1CCN(C(=O)c2ccco2)CC1 (stereo unspecified) | 4%
CCOC(=O)c1cc(-c2ccccc2)n(CCCC(=O)Nc2ccccc2C)c1C | -12%
Cc1nn(CC(=O)N2CCN(c3cccc(C(F)(F)F)c3)CC2)c(=O)c2cc3sccc3n12 | 1%
CCc1cc2c(cc3c(=O)n(CCCC(=O)NCc4ccccc4Cl)nc(CC)n32)s1 | 11%
COc1ccccc1C(CNC(=O)CCNS(=O)(=O)c1ccc(Br)cc1)N1CCCC1 (stereo unspecified) | 1%
Cc1c(Cl)cccc1NC(=O)c1cc2sccc2n1Cc1ccc(F)cc1 | 0%
COc1ccc(C(=O)Nc2cc(C(C)C)c(O)c(S(=O)(=O)c3ccc(OC)cc3)c2C)cc1 | 2%
COC(=O)c1c(NC(=O)COc2ccc(Cl)cc2)sc(C)c1C | 2%
COc1cc(CN(C)C)cc(C=O)c1O | -11%
Nn1c(COc2ccccc2F)nnc1SCC(=O)NCC1CCCO1 (stereo unspecified) | 2%
Cc1ccc([N+](=O)[O-])cc1NC(=O)Nc1onc(C)c1C | -2%
C=CCn1cccc(C(=O)Nc2ccc(OCC)cc2)c1=O | -14%
CCN(CC)CCN(C(=O)c1cccc(N2C(=O)CCC2=O)c1)c1nc2cc3c(cc2s1)OCO3 | -2%

Shown with each value named: entries from further up.
smiles: COC(=O)c1c(NC(=O)COc2ccc(Cl)cc2)sc(C)c1C
  aSyn tox rescue = 2%
smiles: COc1cc(CN(C)C)cc(C=O)c1O
  aSyn tox rescue = -11%
smiles: Nn1c(COc2ccccc2F)nnc1SCC(=O)NCC1CCCO1 (stereo unspecified)
  aSyn tox rescue = 2%
smiles: Cc1ccc([N+](=O)[O-])cc1NC(=O)Nc1onc(C)c1C
  aSyn tox rescue = -2%

Back to the main list, starting 2 compounds before the break.
SMILES | aSyn tox rescue
C=CCn1cccc(C(=O)Nc2ccc(OCC)cc2)c1=O | -14%
CCN(CC)CCN(C(=O)c1cccc(N2C(=O)CCC2=O)c1)c1nc2cc3c(cc2s1)OCO3 | -2%
COc1ccccc1NC(=O)N(C)C[C@@H]1OCc2cn(nn2)CCCC(=O)N([C@@H](C)CO)C[C@H]1C | 4%
Cn1c(N)c(C(=O)CSc2nnc(-c3ccccc3F)n2N)c(=O)n(C)c1=O | 3%
O=C(O)CC(NS(=O)(=O)c1ccc(Cl)s1)c1ccccc1 (stereo unspecified) | -2%
Cc1ccc(NC(=O)CN(C)C(=O)COc2cc(F)ccc2[N+](=O)[O-])cc1 | 7%
CCCNC(=O)N1CCN(S(C)(=O)=O)CC1 | 3%
O=C(CCN1C(=O)/C(=C\c2cccc(Br)c2)SC1=S)NCCCN1CCOCC1 | 5%
CC(C)(C)NC(=O)CN(CCc1ccccc1)C(=O)c1csnn1 | -6%
Cc1cc(C(F)(F)F)nc(NNc2nc(C)cc(C(F)(F)F)n2)n1 | 2%
COc1ccc(CCNC(=O)CCS(=O)(=O)c2ccc3c(c2)oc(=O)n3C)cc1OC | -2%
Cc1cccc(-n2c(=O)c3c(c4cc(C)ccc4n3C)n(CC(=O)Nc3ccc(C)c(C)c3)c2=O)c1 | 0%
Clc1cccc2c1CCN(Cc1nc(-c3cnccn3)no1)C2 | 6%
CCC(C)C(CO)NCCCn1cnc2c(OCc3ccccc3)ncnc21 (stereo unspecified) | 6%
COc1ccc(S(=O)(=O)N(CC(=O)N(C)Cc2ccccc2)c2ccc(Cl)cc2)cc1 | 7%
CCOc1ccc(CNC(=O)Cc2ccc(NC(=O)N3CCSc4ncccc43)cc2)cc1 | 0%
C/C(=N/NC(=O)CNC(=O)c1ccccn1)c1cccc([N+](=O)[O-])c1 | 5%
O=c1cc(-c2ccccc2)n2c(SCc3ccc(F)cc3)nnc2[nH]1 | 4%
O=C(COc1ccccc1)Nc1nnc(C23CC4CC(CC(C4)C2)C3)s1 | 0%
Cc1cc(NC(=O)CSc2nc3c([nH]c4ccccc43)c(=O)n2-c2ccccc2F)no1 | 10%
CCOc1ccc(CNC(=O)Cn2nc(N3CCN(c4ccccc4)CC3)ccc2=O)cc1 | -5%
Cn1cc(C(=O)c2cccc(Cl)c2Cl)cc1C#N | -1%
CCc1cc2c(=O)c(-c3nc(C)cs3)coc2cc1O | -4%
O=c1c2sc3ccccc3c2n(Cc2ccc(F)cc2Cl)c(=O)n1Cc1ccccc1 | 3%
COc1ccc(C(CNC(=O)c2ccco2)N2CCCCC2)cc1 (stereo unspecified) | -11%
Cc1ccc2c(CC(=O)N(Cc3cccc(Cl)c3)C3CCS(=O)(=O)C3)coc2c1 (stereo unspecified) | 23%
O=C(NCc1cccc(Br)c1)C1CCCCN1S(=O)(=O)c1ccc(F)cc1 (stereo unspecified) | 12%
COC(=O)c1c[nH]n2c(=O)c(Cl)c(C)nc12 | -11%
CSc1nc(Cl)cc(=O)[nH]1 | -7%
N#Cc1ccccc1N/C=C/C(=O)c1ccc(Cl)cc1 | 2%
CC(=O)c1c(C)[nH]c(C(=O)CN2C(=O)NC3(CCCCC3)C2=O)c1C | -4%
CC(=O)NC(NC(=S)Nc1ccc(C)cc1C)C(Cl)(Cl)Cl (stereo unspecified) | 6%
O=C1c2ccccc2C(O)N1CCN1CCOCC1 (stereo unspecified) | 14%
CN(C)c1nc(=NCc2ccco2)ss1 | 9%
CCCCCC(=O)N1C[C@@H](O)[C@H](n2cc(-c3ccc(F)cc3)nn2)C[C@@H]1c1ccc(C)cc1 | 24%
COc1cccc(/C=C/c2ccc3cccc(O)c3n2)c1OC | ?
Cc1nn(C(=O)c2ccc(Cl)cc2)c(C)c1S(=O)(=O)N1CCCCCC1 | 6%
CC(=O)c1ccc(N2CCN(C(=O)CCCn3c(=O)[nH]c4ccccc4c3=O)CC2)cc1 | 4%

Looked up above:
`CC(=O)c1ccc(N2CCN(C(=O)CCCn3c(=O)[nH]c4ccccc4c3=O)CC2)cc1` – aSyn tox rescue: 4%
`COC(=O)c1c[nH]n2c(=O)c(Cl)c(C)nc12` – aSyn tox rescue: -11%
`Cc1nn(C(=O)c2ccc(Cl)cc2)c(C)c1S(=O)(=O)N1CCCCCC1` – aSyn tox rescue: 6%

Next entries
SMILES | aSyn tox rescue
CCN(CC)S(=O)(=O)c1ccc(C(=O)NC2CC(=O)N(c3ccc4c(c3)OCCO4)C2)cc1 (stereo unspecified) | -2%
CCc1ccc(NC(=O)Cn2nnc(C(=O)NCc3ccc(C)cc3)c2N)cc1 | 4%
COc1ccc(Cn2c(=O)c3oc4ccccc4c3n(CC(=O)Nc3c(C)cccc3C)c2=O)cc1 | 2%
COCCNc1oc(/C=C/c2ccc(F)cc2)nc1C#N | -11%
CCCCNC(=O)COC(=O)c1c2c(nc3ccccc13)/C(=C/c1cccs1)CC2 | 10%
Cc1ccc(-c2csc(Nc3ccccc3)[n+]2CCc2ccccc2)cc1 | -17%
CCC(Oc1ccccc1-c1nnc(-c2ccccc2)o1)C(=O)Nc1ccc(C(C)=O)cc1 (stereo unspecified) | -6%
COc1ccccc1N(Cc1ccccc1)S(=O)(=O)c1cc(C(=O)O)ccc1Cl | -7%
COc1ccc(CNC(=O)c2cnc3sc(N4CCCCCC4)nn3c2=O)cc1 | 7%
CN(C)S(=O)(=O)c1ccc(C(=O)NCC(c2cccs2)N2CCOCC2)cc1 (stereo unspecified) | -5%
CCN(c1ccccc1)S(=O)(=O)c1ccc(Cl)c(NC(=O)CSc2nncn2C)c1 | 9%
CC[N+]1(CC(O)COC2CC(C)CC(C)(C)C2)CCOCC1 (stereo unspecified) | -3%
O=c1[nH]c2ccccc2nc1Cc1ccc([N+](=O)[O-])cc1 | 1%
Cc1cccc(NC(=O)CSc2nc3ccc(NC(=O)COc4ccccc4C)cc3s2)c1 | -7%
CC1CCC(NC(=O)C2CCC(CNc3c(N4CCCCC4)c(=O)c3=O)CC2)CC1 (stereo unspecified) | 0%
O=C(Nc1cc(=O)[nH]c2nc(-c3ccccc3)nn12)c1ccc(Cl)cc1 | 4%
CSC[C@H]1CN(CCc2ccccc2)C(=O)[C@@H]1CC(=O)Nc1ccc(Br)cc1 | 26%
CCOc1cccc(CNC(=O)c2ccc(N3CCCC3)c(NC(=O)NCc3ccc(F)cc3)c2)c1 | 3%
O=C1c2[nH]nc(-c3ccc(Br)cc3)c2C(c2cccc(O)c2)N1c1ccc(Cl)cc1 (stereo unspecified) | -3%
CN1CCN(c2ccc(NC(=O)COc3ccccc3[N+](=O)[O-])cc2)CC1 | 5%
CCN(CC)c1ncnc2c1cnn2-c1cc(Cl)ccc1C | -9%
CC(C)CCN1C(=O)c2ccccc2CC1(C)C(=O)NC1CCC(C)CC1 (stereo unspecified) | 0%
CSc1ccc(CCNC(=O)NCc2noc3ccccc23)cc1 | 8%
O=C(Nc1cccc(Cl)c1)C1CCN(S(=O)(=O)Cc2ccccc2)CC1 | 2%
Cc1cn2c(=O)cc(COC(=O)c3cccc(NC(=O)COc4ccc(Cl)cc4)c3)nc2s1 | 3%
NC(CSC1(c2ccc(F)cc2)c2ccccc2-c2ccccc21)C(=O)O (stereo unspecified) | 9%
COc1ccc(N2CC(C)Cn3c2nc2c3c(=O)n(Cc3ccc(C)cc3)c(=O)n2C)c(OC)c1 (stereo unspecified) | 1%
CCc1ccccc1N(C)C(=O)c1nn(-c2ccc(OC)cc2)c(=O)c2c1c1ccccc1n2C | -3%
COc1ccc(C(=O)CN2C(=O)N(c3cc(C)ccc3C)S(=O)(=O)c3ccccc32)cc1 | 5%
CCc1ccc(NC(=O)CC2C(=O)N(c3cccc(C)c3)C(=O)N2Cc2ccco2)cc1 (stereo unspecified) | -11%
CCOc1nc(NC(=O)NS(=O)(=O)Oc2ccc(Cl)cc2)nc(-c2ccccc2)n1 | 4%
CCOc1ccc(CCNC(=O)C2Cc3ccccc3N2C(=O)CC)cc1OCC (stereo unspecified) | 0%
CCc1cccc(NC(=O)C2CCCN2S(=O)(=O)c2ccccc2C(F)(F)F)c1 (stereo unspecified) | 3%
Cc1cc(C)c(S(=O)(=O)NCCc2cc3ccc(C)cc3[nH]c2=O)c(C)c1 | -6%
CCOc1ccc(N2CC(C(=O)NCc3ccco3)CC2=O)cc1 (stereo unspecified) | 0%
O=C(CCCCn1c(=O)[nH]c2ccsc2c1=O)N1CCN(c2cccc(Cl)c2)CC1 | -4%

Only part of the results is shown; count on the stated rates, not on these rows.
